# M4 antag = antagonists of human muscarinic M4 receptor (CHRM4) | inhibition, % at 3 µM | P08173 | AID 624125 | 0.73% of 360,000 active | CHO-hM4 cells, ACh EC80, Fluo-8 calcium fluorescence;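 active = inhibition above its plate's cutoff, the mean inhibition of sample wells plus 3 SD, cut at about 27% in these data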;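 also: 0% = acetylcholine EC80 with DMSO and 100% = DMSO without agonist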
# TAAR1 agonist = human TAAR1 agonism. CHO RD-HGA16 TAAR1, Fluo-8 calcium fluorescence; vehicle wells 0%, saturating PEA agonist 100%. 0.99% of 360,000 active. AID 624467. activation, % at 3 µM. Q96RJ0;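 active = activation above the mean activation of all test compounds in the run plus 3 SD, cut at about 38% in these data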
#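 Signal – calcium-sensitive Fluo-8 signal, excitation 470-495, emission 515-575 nm · System – RD-HGA16 (CHO) cells co-expressing Gα16 and hTAAR1 · Incubation – 17-24 h seeding, 75 min 37 °C dye, 30 min RT · Compound dosing – 3 µM single concentration · Repeats – no replicates (n 1)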
# CHRM1 agonist = activates human CHRM1 receptor. CHO-K1 hM1, Fluo-8 calcium fluorescence, agonist mode; 0% DMSO, 100% acetylcholine EC100. activation, % at 3 µM. 0.33% of 360,000 active. AID 588814;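 active = activation above the run's mean compound activation plus 3 SD, cut at about 16% in these data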;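 also: peak over basal fluorescence ratio within a 140 s kinetic read after compound addition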
# Target sequence (P11229 whole entry, looked up): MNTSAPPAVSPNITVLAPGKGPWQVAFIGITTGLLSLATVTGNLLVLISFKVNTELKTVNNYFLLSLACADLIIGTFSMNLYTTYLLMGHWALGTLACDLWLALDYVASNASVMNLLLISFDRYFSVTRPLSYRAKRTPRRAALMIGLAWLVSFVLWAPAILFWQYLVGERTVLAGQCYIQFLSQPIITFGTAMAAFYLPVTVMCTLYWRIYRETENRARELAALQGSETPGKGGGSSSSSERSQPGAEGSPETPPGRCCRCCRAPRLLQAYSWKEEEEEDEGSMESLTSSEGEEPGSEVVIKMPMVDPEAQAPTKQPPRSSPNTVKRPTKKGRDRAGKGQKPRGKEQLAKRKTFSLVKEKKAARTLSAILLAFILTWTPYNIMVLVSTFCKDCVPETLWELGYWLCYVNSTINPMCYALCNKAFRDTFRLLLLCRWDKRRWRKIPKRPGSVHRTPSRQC
# M4 ag = agonists of human muscarinic M4 receptor (CHRM4) | CHO-K1 hM4/Gqi5, Fluo-8 calcium fluorescence; vehicle 0%, full acetylcholine response 100% | 0.14% of 360,000 active | activation, % at 3 µM | P08173;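 active = activation above the run mean over all test wells plus 3 SD, cut at about 32% in these data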;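 also: peak over basal fluorescence ratio per well then scaled between controls; 0% = DMSO wells and 100% = acetylcholine at EC100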
# CHRM5 PAM = potentiates acetylcholine response at human M5 receptor; activation, % at 3 µM; P08912; CHO-K1 hM5, Fluo-8 calcium, ACh EC20 PAM; 0% = ACh EC20, 100% = ACh EC100; 0.3% of 360,000 active;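 active = activation above the run cutoff, the mean activation of all test compounds plus 3 SD, cut at about 18% in these data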
# Target sequence (P08912 whole entry, looked up): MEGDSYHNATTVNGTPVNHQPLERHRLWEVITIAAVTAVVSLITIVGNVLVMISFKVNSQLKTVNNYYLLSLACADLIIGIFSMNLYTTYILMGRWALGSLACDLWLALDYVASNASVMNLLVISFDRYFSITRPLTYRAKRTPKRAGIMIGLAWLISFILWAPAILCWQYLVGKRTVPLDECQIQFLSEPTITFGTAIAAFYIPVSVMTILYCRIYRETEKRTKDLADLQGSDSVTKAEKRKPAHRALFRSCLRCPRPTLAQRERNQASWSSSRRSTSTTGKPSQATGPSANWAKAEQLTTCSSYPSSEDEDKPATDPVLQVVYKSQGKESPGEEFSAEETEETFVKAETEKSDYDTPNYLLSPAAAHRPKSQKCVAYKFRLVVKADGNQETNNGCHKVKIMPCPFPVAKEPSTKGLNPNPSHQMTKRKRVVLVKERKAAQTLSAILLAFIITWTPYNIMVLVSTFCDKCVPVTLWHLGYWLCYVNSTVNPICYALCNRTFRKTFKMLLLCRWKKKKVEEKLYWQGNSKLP
#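 Assay system – human M5 receptor in CHO-K1 cells · Read-out – % activation, ACh-normalized · Technique – Fluo-8 calcium fluorescence · Dosing – single-point, 3 µM nominal · Incubation – Fluo-8 loading 80 min at 37 °C plus 30 min room temperature · Repeats – singlicate, one well per test compound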
# CHRM5 agonist = CHRM5 agonism in calcium assay | CHO-K1 hM5 cells, Fluo-8 calcium fluorescence; 0% DMSO wells, 100% maximal acetylcholine response | activation, % at 3 µM | 0.19% of 360,000 active;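 active = activation above the run's mean over test compounds plus 3 SD, cut at about 23% in these data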;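 also: signal is peak over basal fluorescence ratio across the kinetic read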
# M5 antag = antagonists of human muscarinic M5 receptor (CHRM5). CHO-hM5 cells, Fluo-8 calcium fluorescence, ACh EC80. inhibition, % at 3 µM. 0.59% of 360,000 active. AID 624040;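 active = inhibition above a per-plate cutoff, the mean of that plate's test compounds plus 3 SD, cut at about 27% in these data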;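 also: 0% = acetylcholine EC80 with DMSO and 100% = DMSO without agonist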
# M1 antag = blocks human M1 muscarinic receptor; P11229; CHO-K1 hM1, Fluo-8 calcium fluorescence, ACh EC80 antagonist; 1.3% of 360,000 active; AID 588852; inhibition, % at 3 µM;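 active = percent inhibition above its own plate's cutoff, namely the mean of that plate's compound wells plus 3 SD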;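 also: peak over basal fluorescence ratio during 140 s after agonist addition; 0% = ACh EC80 plus DMSO and 100% = DMSO alone without agonist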
# CHRM1 PAM = positive allosteric modulators of human M1 muscarinic receptor. activation, % at 3 µM. P11229. AID 588819. CHO-K1 hM1, Fluo-8 calcium fluorescence, ACh EC20; 0% = ACh EC20, 100% = maximal ACh. 0.088% of 360,000 active; in the data active = activation above about 19%, passing the limit was not always enough
# * = called active by the depositor; / = no result given.
SMILES,M4 antag,TAAR1 agonist,CHRM1 agonist,M4 ag,CHRM5 PAM,CHRM5 agonist,M5 antag,M1 antag,CHRM1 PAM
Cc1[nH]c2ccccc2c1C(C[N+](=O)[O-])c1cccs1 (stereo unspecified),3,11,-10,-1,-7,-8,10,-8,-1
COc1ccc(NC(=O)c2cccnc2Nc2ccc(OC)cc2)cc1,52*,23,-4,2,0,-4,4,0,-1
CN1C(=O)N(c2ccc(Cl)cc2)C(C)(O)CC1(C)C (stereo unspecified),-5,0,2,-1,25*,-2,18,-2,9
CCCCn1nnnc1C(c1cc2ccccc2o1)N1CCOCC1 (stereo unspecified),-18,-1,/,0,-3,-2,3,/,/
COc1ccc(NC(=O)Nc2ccc(OCc3ccccc3)cc2)cn1,-2,-1,-6,9,-4,-2,23,-7,-1
CC(N=C1NS(=O)(=O)c2ccccc21)C(=O)NCc1ccc2c(c1)OCO2 (stereo unspecified),-1,12,-3,1,-1,-1,2,-25,4
CC1CCCN(C(=O)CN2C(=O)C(C)Oc3ccccc32)C1 (stereo unspecified),6,-1,-3,1,6,-3,0,-5,11
NC(=O)Cc1nc(-c2ccccc2)cs1,-6,0,-4,1,7,2,-9,-6,3
CC(C)C1Nc2ccc(C(=O)NCCCN3CCOCC3)cc2NC1=O (stereo unspecified),0,/,-8,1,-4,-2,13,-12,6
COc1ccc(OC)c(-c2cc(C(=O)NCc3ccco3)no2)c1,9,-1,-1,-3,4,-4,-6,-3,6
Cc1cc(C#N)c(C)n1-c1cc(S(=O)(=O)N2CCOCC2)ccc1N1CCCC1,-5,8,-5,0,-2,-8,-7,-5,-1
O=C(c1ccccc1)c1ccc(C(=O)N2CCN(c3ccccc3O)CC2)cc1,11,4,-3,7,-9,2,4,2,-3
CSc1nc2ncncc2[nH]1,-4,1,1,1,1,4,11,-4,4
O=C(Cn1c(=O)oc2cc(S(=O)(=O)NCc3ccccc3)ccc21)NCc1ccco1,9,8,-4,2,-13,5,3,4,-1
Cn1c(=O)cc(OCCCC(=O)N2CCN(Cc3ccc4c(c3)OCO4)CC2)c2ccccc21,-3,7,-7,5,1,-2,-4,-12,5
NC(=O)c1cc(NC(=O)c2cc(Br)c(Br)s2)cc(C(N)=O)c1,0,3,2,2,5,0,3,-14,12
CCCC(=O)N1CCCC1(C)C(=O)Nc1ccc(C)c(C)c1 (stereo unspecified),-3,0,-5,0,3,0,2,3,0
CC(OC(=O)c1cccnc1Cl)C(=O)NCc1ccccc1 (stereo unspecified),-5,-1,-2,1,-4,-2,12,-6,3
COc1ccc(S(=O)(=O)CCC(=O)Nc2ccc(OC)cc2OC)cc1,-1,7,-1,-2,-7,-1,5,17,2
O=C(CSc1nc2ccccc2s1)N1CCN(C(=O)c2ccco2)CC1,-6,-1,-3,3,-4,1,-2,1,0
CCOC(=O)CC1COCCN1C(=O)c1cc(COc2ccc(F)c(F)c2)on1 (stereo unspecified),-6,5,3,6,-3,6,4,6,-5
COc1ccc(CCNC(=O)c2nnn(CC(=O)Nc3cccc(F)c3)c2N)cc1OC,0,8,0,-2,0,5,-1,1,1
O=C(/C=C/c1ccc2c(c1)OCCO2)c1ccc(O)cc1,4,-1,1,3,-2,-3,8,-7,6
COc1ccc(NS(=O)(=O)c2cc(NC(=O)c3ccc(F)cc3)ccc2OC)cc1,-1,2,-4,9,-7,-2,2,5,3
Cc1ccc(S(=O)(=O)CNC(=S)c2cccc(Cl)c2)cc1,9,5,-8,2,-5,1,8,0,2
NC(=O)c1cccc(-c2coc3c(C(=O)NCc4cccnc4)cccc23)c1,-7,2,-1,5,0,1,3,-9,-2
O=C(Nc1cccc(F)c1)NC1(C(=O)NCC2CCCO2)CCCCC1 (stereo unspecified),4,5,-6,-1,3,-2,3,-8,9
CCC(=O)Nc1c(C(=O)Nc2cccc(OC)c2)oc2ccccc12,-8,11,-6,1,-1,-6,3,11,-6
O=c1c2ccccc2nc2n1C(CSCc1ccccc1)CS2 (stereo unspecified),14,4,1,3,-4,-3,9,12,-2
CCN(CC)S(=O)(=O)c1cc(C(=O)OCC(=O)Nc2cccc(C)c2C)ccc1F,-4,3,-3,5,-12,-2,14,8,-4

# Profiles, quoted from the list. Order of screens: M4 antag | TAAR1 agonist | CHRM1 agonist | M4 ag | CHRM5 PAM | CHRM5 agonist | M5 antag | M1 antag | CHRM1 PAM
# `CCN(CC)S(=O)(=O)c1cc(C(=O)OCC(=O)Nc2cccc(C)c2C)ccc1F` across the screens: -4 | 3 | -3 | 5 | -12 | -2 | 14 | 8 | -4
# `O=C(Cn1c(=O)oc2cc(S(=O)(=O)NCc3ccccc3)ccc21)NCc1ccco1` across the screens: 9 | 8 | -4 | 2 | -13 | 5 | 3 | 4 | -1
# `CSc1nc2ncncc2[nH]1` across the screens: -4 | 1 | 1 | 1 | 1 | 4 | 11 | -4 | 4
# `CN1C(=O)N(c2ccc(Cl)cc2)C(C)(O)CC1(C)C` (stereo unspecified) across the screens: -5 | 0 | 2 | -1 | 25* | -2 | 18 | -2 | 9

# (listing goes on)
SMILES,M4 antag,TAAR1 agonist,CHRM1 agonist,M4 ag,CHRM5 PAM,CHRM5 agonist,M5 antag,M1 antag,CHRM1 PAM
O=C(CSc1nnc(Cc2ccsc2)o1)c1ccccc1,10,14,-5,0,-11,-5,22,-16,9
N=C(N)c1ccc(/C=C/c2ccc(C(=N)N)cc2O)cc1,2,4,-5,0,5,3,8,-13,4
CC1CCN(S(=O)(=O)c2ccc(S(=O)(=O)NCC(=O)C(C)(C)C)cc2)CC1,-6,1,-4,1,6,2,-7,-15,6
COc1cccc(C(C)=C2SC(=S)NC2=O)c1,4,0,0,1,1,-1,2,14,-9
O=C(NNc1ccccc1C(F)(F)F)c1sccc1Br,2,8,1,0,4,-3,-3,4,0
COc1ccc(CCNC(=O)CSc2ccc3ccccc3c2)cc1OC,-9,0,-4,2,-4,0,-7,-3,4
O=C(CSc1nnc(-c2ccncc2)n1-c1ccc(F)cc1)NNC(=O)c1cccc(O)c1,0,2,-2,0,-3,1,0,-8,7
OC(COCC(F)(F)C(F)(F)C(F)(F)C(F)F)Cn1c2ccccc2c2ccccc21 (stereo unspecified),15,3,-2,0,-12,-3,15,3,-7
CCn1c(SCC(=O)N2CCc3ccccc32)nc2c(c1=O)SC(C)C2 (stereo unspecified),14,/,2,19,-15,4,16,20,-7
C=Cc1ccc(Cn2nc(-c3ccc(C)cc3)ccc2=O)cc1,5,1,1,7,-10,2,15,22,-6
CC1CC(C)(C)CC2(C1)NC(=O)N(CC(=O)NCC(c1ccco1)N1CCCCC1)C2=O (stereo unspecified),1,10,-3,0,11,-5,-6,-3,4
O=C(COC(=O)c1ccc(F)cc1F)Nc1cccnc1Cl,-4,1,-2,1,7,1,3,4,-2
O=c1ccn([C@@H]2O[C@H](CNCc3c(OCc4ccccc4F)ccc4ccccc34)[C@@H](O)[C@H]2O)c(=O)[nH]1,-7,2,-5,1,-3,1,-1,-32,7
CC(C)c1ccc(Nc2nc(NCc3ccco3)nc(N3CCOCC3)n2)cc1,-11,14,-5,-2,2,-6,0,-13,-1
Cc1ccc(S(=O)(=O)c2nc(S(C)(=O)=O)sc2N2CCC(C(N)=O)CC2)cc1,12,3,-2,0,-1,-9,2,-6,4
Nc1nnnn1/N=C/c1cc(Br)ccc1O,4,1,-2,0,8,3,-10,-4,3
CC1(C)CC(=O)C(Sc2nnc(-c3ccc(NS(C)(=O)=O)cc3)n2Cc2ccco2)C(=O)C1,6,3,-1,1,-5,2,1,-19,4
CCC1C(=O)Nc2ccccc2N1C(=O)c1ccc(Cl)nc1 (stereo unspecified),-2,14,-12,1,-5,-2,6,5,4
COc1ccc2sc(N(CCN(C)C)C(=O)/C=C/c3cccs3)nc2c1,11,8,0,5,4,1,4,-25,12
OC(c1nnc(-c2ccccc2)o1)c1cccs1 (stereo unspecified),-6,2,-4,1,7,-2,-1,-4,9
CC(C)(C)SC(=O)CC1NS(=O)(=O)OCC1NC(=O)OCC(Cl)(Cl)Cl (stereo unspecified),-10,19,-4,1,3,-1,7,0,1
Cc1ccc(N2C(=O)C(CN3CCOCC3)C2c2ccccc2)cc1 (stereo unspecified),-5,6,-11,0,-5,-2,6,0,8
Clc1ccc(OCCn2cnc(Cl)c2Cl)cc1,2,-4,-5,0,6,-5,-2,-12,10
O=C(O)c1nn(CC(=O)N2CCCCCC2)c(=O)c2ccccc12,4,4,-2,0,2,-1,10,1,8
OC[C@H]1OC(O)[C@H](O)[C@@H]1O (stereo partly specified),-3,0,-1,1,-6,2,3,-27,-1
COc1ccc(S(=O)(=O)NCC2CCCN(C(=O)CC3CCCC3)C2)cc1 (stereo unspecified),-3,9,-1,1,1,3,-1,-7,7
Cc1ccc(N=Nc2c(O)ccc3n[nH]nc23)cc1,-13,3,0,6,-8,1,1,-4,-2
Cc1ccc(S(=O)(=O)Nc2cc(-c3nn(C)c(=O)c4ccccc34)ccc2N2CCOCC2)cc1,7,7,-1,0,-3,-1,-1,-2,4
CCOC(=O)c1c(C)noc1CP(=O)(c1ccccc1)c1ccccc1,-3,15,-3,1,12,-9,-7,-11,7
Cc1ccc(S(=O)(=O)NCCCCCC(=O)Nc2cccc(C)c2)cc1,5,-1,-8,2,-5,-1,5,8,-3
Cc1noc(NS(=O)(=O)c2ccc(NC(=O)c3ccc(N4C(=O)c5ccccc5C4=O)cc3)cc2)c1C,-4,13,-4,0,19*,3,-29,-4,15
CCN(CC)S(=O)(=O)c1ccc(OC(C)C)nc1,-3,21,-7,0,2,-6,7,2,5
COc1ccc(C(=O)NCC(=O)OCc2ccc(Br)cc2)cc1,-5,5,-1,1,-1,-1,3,-3,4
Cc1cc(C)n2nc(SCc3nnc(-c4cccs4)o3)nc2n1,-12,2,-4,4,9,-6,0,-7,2
Cc1sc2nc3ccc(N4CCCCC4)nn3c(=O)c2c1C,-4,4,-6,3,1,-1,-2,-42,12
Cc1ccccc1NC(=S)N(CCCN1CCOCC1)Cc1cccs1,4,-2,-10,1,-4,-7,-2,-3,0
CCOC(=O)C1CC2=C(CCCC2=O)NC1=O (stereo unspecified),-2,1,-1,1,-5,2,0,19,-9
COc1ccc(Cl)cc1NC(=O)CN(C)C(=O)c1cc2c(F)cccc2s1,-20,16,-4,15,-6,3,3,1,-3
Cc1cc(F)ccc1C(O)c1ncc(-c2ccc(Oc3ccccc3)cc2)[nH]1 (stereo unspecified),1,2,-7,4,-5,0,1,9,-13
COc1ccc(Cl)cc1Nc1nc(C)nc2c1nnn2Cc1ccccc1,-11,0,-3,1,6,2,4,-11,8
COc1ccc(CNC(=O)CN2C(=O)NC3(CCCc4sccc43)C2=O)cc1 (stereo unspecified),-7,1,-2,1,-4,2,6,-8,6
Cc1cccc(CCN(CC(=O)NC2CCCCC2)C(=O)c2csnn2)c1,1,6,-10,1,-2,-2,8,-10,16
Cc1ccccc1NC(=O)C1(NC(=O)c2cccc(N3C(=O)CSC3c3ccccc3)c2)CCCCC1 (stereo unspecified),3,15,-1,2,-5,-4,6,-4,6
Cc1ccccc1/C(N)=N/O,9,1,-5,1,1,3,-2,-4,6
CC(C)(C)n1nnnc1C(c1cccnc1)N1CCN(c2cccc(C(F)(F)F)c2)CC1 (stereo unspecified),-12,5,-4,-1,9,-4,-3,-6,13

# Some of the compounds tested; rates above refer to the full screens.
